Screening data deposited in PubChem BioAssay by The Scripps Research Institute Molecular Screening Center.
M5 ag: agonists of human muscarinic M5 receptor (CHRM5); P08912; CHO-K1 hM5 cells, Fluo-8 calcium fluorescence; 0% DMSO wells, 100% maximal acetylcholine response; activation, % at 3 µM; actives 0.19% (n = 360,000); AID 624037;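 active = activation above the run's mean over test compounds plus 3 SD, cut at about 23% in these data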;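 also: signal is peak over basal fluorescence ratio across the kinetic read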
Target sequence (P08912 whole entry, looked up): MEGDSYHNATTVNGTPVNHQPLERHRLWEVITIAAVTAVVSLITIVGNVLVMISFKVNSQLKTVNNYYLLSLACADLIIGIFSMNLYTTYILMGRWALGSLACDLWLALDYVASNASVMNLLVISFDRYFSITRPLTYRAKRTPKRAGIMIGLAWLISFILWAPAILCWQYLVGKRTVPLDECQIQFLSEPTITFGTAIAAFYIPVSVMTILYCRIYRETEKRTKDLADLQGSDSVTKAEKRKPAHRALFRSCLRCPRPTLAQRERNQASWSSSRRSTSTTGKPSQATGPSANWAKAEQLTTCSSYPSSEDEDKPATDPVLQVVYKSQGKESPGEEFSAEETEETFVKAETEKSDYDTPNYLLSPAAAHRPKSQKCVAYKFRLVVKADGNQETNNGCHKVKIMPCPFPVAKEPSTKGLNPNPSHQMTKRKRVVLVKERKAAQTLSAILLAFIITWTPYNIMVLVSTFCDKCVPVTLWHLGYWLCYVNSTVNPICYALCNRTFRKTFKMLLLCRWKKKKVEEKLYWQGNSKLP
M4 PAM: positive allosteric modulators of human muscarinic M4 receptor; activation, % at 3 µM; P08173; actives 0.4% (n = 360,000); CHO-K1 hM4/Gqi5, Fluo-8 calcium fluorescence, ACh EC20; 0% = ACh EC20, 100% = maximal ACh;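 active = activation above its plate's cutoff, the mean activation of sample wells plus 3 SD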; also: some results filed as inactive read as strong as hits
Target sequence (P08173 whole entry, looked up): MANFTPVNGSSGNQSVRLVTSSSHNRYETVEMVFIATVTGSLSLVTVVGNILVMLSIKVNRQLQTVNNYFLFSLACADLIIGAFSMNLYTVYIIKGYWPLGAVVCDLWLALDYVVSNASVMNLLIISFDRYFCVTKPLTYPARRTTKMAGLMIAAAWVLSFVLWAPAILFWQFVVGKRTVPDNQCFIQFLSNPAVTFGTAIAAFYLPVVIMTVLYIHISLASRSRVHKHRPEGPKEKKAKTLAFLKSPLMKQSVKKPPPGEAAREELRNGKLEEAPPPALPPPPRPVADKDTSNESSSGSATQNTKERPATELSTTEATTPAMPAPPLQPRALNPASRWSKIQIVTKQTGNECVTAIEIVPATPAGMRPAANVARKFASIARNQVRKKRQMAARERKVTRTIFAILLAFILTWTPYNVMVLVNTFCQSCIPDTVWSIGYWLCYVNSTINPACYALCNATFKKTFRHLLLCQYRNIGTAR
M1 ag parental: nonselective activator or artifact in parental CHO-K1 cells | Fluo-8 calcium fluorescence; scaled to maximal ATP response, vehicle zero | activation, % at 3 µM | actives 0.48% (n = 360,000) | AID 602248; in the data active = activation above about 15%;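 also: untransfected CHO-K1 host cells lacking M1 receptor as counterscreen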
M1 PAM parental: counter-screen for M1 PAMs: effect in parental CHO-K1 cells | activation, % at 3 µM | AID 602247 | ATP EC20, Fluo-8 calcium fluorescence; 0% at ATP EC20, 100% at ATP max | actives 0.02% (n = 360,000);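 active = activation above the run cutoff, the mean activation of all test compounds plus 3 SD, cut at about 40% in these data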;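 also: peak over basal fluorescence ratio in a 140 s read after ATP addition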
M5 PAM: potentiates acetylcholine response at human M5 receptor | actives 0.3% (n = 360,000) | AID 624038 | activation, % at 3 µM | CHO-K1 hM5, Fluo-8 calcium, ACh EC20 PAM; 0% = ACh EC20, 100% = ACh EC100;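 active = activation above the run cutoff, the mean activation of all test compounds plus 3 SD, cut at about 18% in these data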
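system = human M5 receptor in CHO-K1 cells | compound = one concentration, 3 µM final (nominal) | schedule = Post-acetylcholine fluorescence recording 140 s | signal = Fluo-8 calcium dye fluorescence, kinetic read | benchmarks = low control EC20 acetylcholine (0%), high control EC100 acetylcholine (100%) | repeats = singlicate, one well per test compound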
M5 antag: antagonists of human muscarinic M5 receptor (CHRM5) | P08912 | CHO-hM5 cells, Fluo-8 calcium fluorescence, ACh EC80 | inhibition, % at 3 µM | actives 0.59% (n = 360,000) | AID 624040;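 active = inhibition above a per-plate cutoff, the mean of that plate's test compounds plus 3 SD, cut at about 27% in these data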;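 also: 0% = acetylcholine EC80 with DMSO and 100% = DMSO without agonist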
M4 antag: antagonists of human muscarinic M4 receptor (CHRM4); CHO-hM4 cells, ACh EC80, Fluo-8 calcium fluorescence; inhibition, % at 3 µM; actives 0.73% (n = 360,000); AID 624125;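 active = inhibition above its plate's cutoff, the mean inhibition of sample wells plus 3 SD, cut at about 27% in these data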;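 also: 0% = acetylcholine EC80 with DMSO and 100% = DMSO without agonist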
CHRM4 agonist: CHRM4 agonism in calcium assay; P08173; CHO-K1 hM4/Gqi5, Fluo-8 calcium fluorescence; vehicle 0%, full acetylcholine response 100%; activation, % at 3 µM; actives 0.14% (n = 360,000);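 active = activation above the run mean over all test wells plus 3 SD, cut at about 32% in these data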;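 also: peak over basal fluorescence ratio per well then scaled between controls; 0% = DMSO wells and 100% = acetylcholine at EC100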
CHO-K1 Ca antag: counter-screen for M1 antagonists: effect in parental CHO-K1 cells; ATP-induced calcium, Fluo-8 fluorescence; inhibition, % at 3 µM; actives 0.6% (n = 360,000); AID 602250;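 active = inhibition above a per-plate cutoff, the plate's mean sample inhibition plus 3 SD, cut at about 24% in these data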;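 also: 0% = DMSO plus EC80 ATP and 100% = DMSO alone without ATP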
* marks the source's active call; other numbers are inactive results; · = not tested or not shown.

SMILES	M5 ag	M4 PAM	M1 ag parental	M1 PAM parental	M5 PAM	M5 antag	M4 antag	CHRM4 agonist	CHO-K1 Ca antag
S=C(c1ccccc1)N1CCN(C(=S)c2ccccc2)CC1	-1	-4	0.7	18	4	-6	-3	1	-8
O=C(c1ccc([N+](=O)[O-])cc1)n1nc(-c2ccccc2)nc1NCc1ccccc1	-2	9	-0.2	16	8	-3	-6	0	1
CCOc1ccc(NC(=O)N(C2CCCCCC2)C2CCN(C(C)=O)CC2)cc1	-2	-2	0.4	14	4	0	7	0	-6
CN1CCN(C2=Cc3ccccc3Sc3cc(F)c(Cl)cc32)CC1	-12	-19	-0.3	6	-29	15	29*	4	-9
Cc1cc(C)n(-c2ccc(S(=O)(=O)N3CCCC3)cc2[N+](=O)[O-])n1	0	-10	1.6	-12	4	-3	-1	1	-1
O=C(Nc1ccc2c(c1)OCCO2)C(c1ccc(C(F)(F)F)cc1)n1c(=O)c(-c2cc3ccccc3[nH]2)nc2ccccc21 (stereo unspecified)	2	-4	·	·	-4	2	-7	2	·
O=C(/C=C/c1ccccc1)N1CCC[C@H]1CO	2	0	0.3	15	2	9	-4	0	-13
CCOc1cccc2cc(-c3csc(NC(=O)CCC(=O)N4CCC(C)CC4)n3)c(=O)oc12	3	2	-0.1	10	0	-8	-1	1	-3
CCN(C(=O)CN1C(=O)COc2ccc(S(=O)(=O)N3CCOCC3)cc21)c1ccc(OC)cc1	-1	3	0.0	5	8	-14	-4	1	5
COc1ccc2cc(S(=O)(=O)n3cnc(C)c3)ccc2c1	3	-13	4.4	-7	-9	14	13	13	3
CCCOc1ccc(-c2nc[nH]c2[N+](=O)[O-])cc1	-1	3	0.5	9	2	5	7	0	-12
O=C(NCCc1c[nH]c2ccccc12)C(F)(F)C(F)F	-2	-6	0.5	8	-3	-2	5	1	-6
NC(=O)C1CCN(C(=O)c2ccc(C(F)(F)F)cc2)CC1	-1	-3	0.3	14	0	0	-4	0	-16
Cc1ccc(CNC(=O)c2cc3c(C)nc4ccccc4c3o2)cc1	5	-8	8.7	5	-20	18	1	16	20
O=c1[nH]c2ccc(Cl)cc2c(-c2ccccc2)c1[N+](=O)[O-]	-15	-2	0.8	13	4	4	-9	-1	-3
COc1cc(/C=N/NC(=O)c2cccnc2)ccc1OS(=O)(=O)c1ccc(C)cc1	2	5	3.4	14	-8	9	4	6	3
CC(=O)Oc1[nH]c(=O)c2cccc3c2c1CCC3	-1	4	0.8	24	2	1	-3	0	-19
CC1CCN(C(=O)COC(=O)c2ccc([N+](=O)[O-])o2)CC1	4	5	0.0	19	12	8	-3	1	-10
O=C(/C=C/c1ccc(O)c(O)c1)OC(Cc1ccc(O)c(O)c1)C(=O)O (stereo unspecified)	1	4	0.1	4	-3	2	-21	1	-1
CC(=O)N1c2ccc(S(=O)(=O)N(C)CC(=O)N3CCCC3)cc2CC1C (stereo unspecified)	-2	-3	0.4	-4	2	0	12	0	-7
CC(C)(C)N(Cc1ccccc1)C(=O)COC(=O)Cn1cnc2ccccc2c1=O	-1	3	2.8	11	0	3	-10	4	-20
Cc1ccc(CNC(=O)c2cnccn2)cc1	-4	1	-0.1	1	-5	1	-12	1	-6
O=C(Cc1ccc(Cl)c(Cl)c1)Nc1ccccc1N1CCOCC1	-4	1	0.8	-29	-3	5	4	3	17
N#C/C(=N/Nc1ccccc1F)C(=N)N1CCOCC1	3	4	0.1	12	-2	1	-9	2	-10
CCOc1ccc2nc(N3C(=O)/C(=C/c4ccc(Cl)cc4)NC3=S)sc2c1	-2	-4	2.4	18	-4	5	0	1	-1
O=C(N/N=C/c1ccc(O)c(Br)c1)c1cc2c(ccc3ccccc32)o1	-4	14	0.3	-18	6	-6	-21	2	5
CCCSc1ccc([C@H]2N[C@@](C)(C(=O)OC)[C@H]3C(=O)N(C)C(=O)[C@@H]23)cc1	3	-3	0.6	9	5	3	3	-1	-14
CN1CCN(C(=O)c2cc(Br)cn2C)CC1	-5	4	0.4	6	-4	9	2	1	-15
COc1ccc(S(=O)(=O)N2CCN(C(=O)NCc3ccc(OC)c(OC)c3)CC2)cc1	-4	6	1.7	-11	-3	-3	-2	4	-15
NC(=O)C1(Nc2ccccc2Cl)CCCC1	0	-1	0.1	2	-3	8	9	1	-9
O=C(CN(Cc1ccco1)C(=O)c1ccccc1)Nc1ccc(Cl)c(Cl)c1	-3	-8	0.4	-5	-12	9	6	9	20
CC(C)C1C(=O)N(Cc2cn(CC3CCCCC3)nn2)CCS(=O)(=O)N1Cc1ccc(-c2ccc(F)nc2)cc1 (stereo unspecified)	0	4	1.0	16	2	-6	-14	2	-21
O=C(CNC(=O)c1ccco1)N/N=C/c1ccccc1[N+](=O)[O-]	-2	1	0.4	19	2	-3	-2	1	-6
Cc1cccc(Nc2nc(N)c([N+](=O)[O-])c(NCCO)n2)c1	3	-3	0.7	16	4	2	-6	0	-15
Nc1nc(-c2ccccc2)c(CC(=O)O)s1	1	6	-0.1	15	2	1	-20	1	1
CC(C)(C)NC(=O)C(c1ccc(O)cc1)N(C(=O)CCC(=O)Nc1nccs1)c1ccc(F)cc1 (stereo unspecified)	-7	-8	0.8	16	-11	-8	-1	0	5
O=S(=O)(c1ccc2c(c1)OCCO2)N1CCNCC1	2	5	0.6	14	1	-4	-3	0	-4
CC(Oc1ccc(F)cc1)C(=O)Nc1ccc(N2CCOCC2)cc1N1CCOCC1 (stereo unspecified)	3	1	0.2	-13	0	0	-2	2	-6
c1coc(CNc2ncnc3[nH]ncc23)c1	-2	0	0.6	-17	-4	9	-4	1	5
O=C1CC(=O)Nc2cc(S(=O)(=O)N3CCOc4ccc(Cl)cc43)ccc2N1	0	1	0.1	0	0	2	-1	0	2
CCOC(=O)c1cnc2cc(-c3ccc(C)cc3)nn2c1C	0	-3	0.3	3	-3	5	0	0	-7
COC(=O)c1ccccc1N(C)S(C)(=O)=O	-1	-5	0.2	9	10	7	-3	0	-3
O=C(Nc1ccc(S(=O)(=O)N2CCOCC2)cc1)c1cc(-c2cc(Cl)ccc2O)n[nH]1	3	-37	7.7	13	-20	29*	24	20	-2
CC(C)CNc1ncnc2c1ncn2[C@H]1CN(Cc2ccc(F)cc2)C[C@@H](CO)O1	0	2	1.1	-13	-3	-6	-26	5	6
Cc1cc(C)nc(SCC(=O)Nc2ccccc2[N+](=O)[O-])n1	-6	3	0.0	-15	-1	9	5	3	16
C=CCN1C(=O)C2C(C(=O)NCc3ccccc3)C3C=CC2(O3)C1C(=O)NC(C)(C)C (stereo unspecified)	-3	-7	-0.2	-6	-5	4	10	0	-2
C/C(=N\NC(=O)c1nnn(-c2nonc2N)c1CN1CCc2ccccc21)c1ccccc1O	-4	1	0.1	-20	-8	11	-3	2	6
O=C(Nc1ccc(C(=O)N2CCOCC2)cc1)c1cnn2c(C(F)F)cc(-c3ccccc3)nc12	-2	6	-0.1	15	1	2	-11	1	-6
Cc1noc(NS(=O)(=O)c2ccc(NC(=O)c3cc(S(=O)(=O)Nc4ccc(F)cc4)ccc3Cl)cc2)c1C	-2	14	-0.7	-8	11	-3	-9	0	4
COC(=O)[C@]12CCCCC=C1N(Cc1cccc3ccccc13)C(=O)[C@H](CC(=O)NCCCCc1ccccc1)C2	0	4	0.2	-8	-9	-9	-23	1	-16

Additional compounds follow.
SMILES	M5 ag	M4 PAM	M1 ag parental	M1 PAM parental	M5 PAM	M5 antag	M4 antag	CHRM4 agonist	CHO-K1 Ca antag
COc1cc2cc(CCCOC(=O)c3ccco3)oc(=O)c2cc1OC	-1	7	-0.2	-1	5	-3	-5	2	2
CN(C)S(=O)(=O)c1cccc(NC(=S)N/N=C/c2cc(Br)ccc2O)c1	4	-24	13	-16	-25	24	3	14	20
COc1cccc(CNC(=O)CCC2CCCN(C(=O)C3CCOCC3)C2)c1 (stereo unspecified)	-1	-5	-0.2	13	-3	3	9	2	-16
COc1ccc(S(=O)(=O)Nc2ncccc2C)c2ccccc12	2	6	0.1	6	0	3	-4	3	7
CCOc1ccc(C(C)=O)cc1COC(=O)CN1C(=O)NC2(CCCC2)C1=O	0	5	1.0	14	3	-2	-1	2	-4
O=C(CCNC(=O)c1ccccc1)Oc1ccc([N+](=O)[O-])cc1	0	15	2.9	22	2	-9	-7	2	-3
CCOC(=O)C1=CNS(=O)(=O)NC1c1ccc(C)cc1 (stereo unspecified)	1	-3	0.5	0	-4	4	1	-1	-3
COCCCNC(=S)N1CCC(C(=O)c2ccc(Cl)cc2)CC1	0	2	3.8	17	-3	-3	2	5	-2
COc1ccc(C2Nc3ccccc3C(=O)N2Cc2ccco2)cc1COc1ccc([N+](=O)[O-])cc1 (stereo unspecified)	-7	-6	0.8	14	-12	8	22	-1	-8
COc1ccc(C2(CNC(=O)Cc3ccc(OC)c(OC)c3)CCOCC2)cc1	-5	12	-0.1	-12	0	4	1	1	9
N#CC1(C(N)=O)OC12CCS(=O)(=O)c1ccccc12 (stereo unspecified)	-3	12	-0.1	-4	15	3	-21	0	-11
O=C1Cc2ccccc2Sc2ccccc21	-6	3	-0.5	0	0	-6	10	0	-6
COc1ccc(C(C)=O)cc1COc1nc(C)nc2ccccc12	-9	-3	1.2	13	-2	9	2	1	-17
COc1ccc(NC(=O)C2CCC(C)(C(=O)O)C2(C)C)cc1 (stereo unspecified)	-2	2	-0.1	5	-1	-9	28*	1	12
CC1=NN(Cc2ccccc2)C(=O)C1	-2	-7	0.2	16	-3	2	3	1	-3
CC(=O)c1ccc(S(=O)(=O)N(C)CCCC(=O)NCc2ccc3c(c2)OCO3)cc1	-1	5	0.5	-19	-4	1	-23	3	-10
O=C1c2ccc(-c3ccc(F)cc3OCc3ccccc3)cc2S(=O)(=O)c2cccc(C(=O)N3CCCC3)c21	5	-2	0.0	13	-6	14	5	6	-14
COC(=O)c1ccccc1CSc1nsc(/C=C/N(C)C)c1C#N	1	-5	0.2	6	4	1	6	1	-11
COCCCn1c(=O)/c(=C\c2ccc(OC(F)F)c(OC)c2)s/c1=C(/C#N)C(N)=O	-2	-6	1.6	17	-4	10	-2	4	-8
CC(CN1CCOCC1)OC(=O)COc1ccc(F)cc1 (stereo unspecified)	-1	2	0.3	14	10	-10	-3	0	-8

4 consecutive entries already listed, quoted:
SMILES	M5 ag	M4 PAM	M1 ag parental	M1 PAM parental	M5 PAM	M5 antag	M4 antag	CHRM4 agonist	CHO-K1 Ca antag
S=C(c1ccccc1)N1CCN(C(=S)c2ccccc2)CC1	-1	-4	0.7	18	4	-6	-3	1	-8
O=C(c1ccc([N+](=O)[O-])cc1)n1nc(-c2ccccc2)nc1NCc1ccccc1	-2	9	-0.2	16	8	-3	-6	0	1
CCOc1ccc(NC(=O)N(C2CCCCCC2)C2CCN(C(C)=O)CC2)cc1	-2	-2	0.4	14	4	0	7	0	-6
CN1CCN(C2=Cc3ccccc3Sc3cc(F)c(Cl)cc32)CC1	-12	-19	-0.3	6	-29	15	29*	4	-9

The list goes on:
SMILES	M5 ag	M4 PAM	M1 ag parental	M1 PAM parental	M5 PAM	M5 antag	M4 antag	CHRM4 agonist	CHO-K1 Ca antag
Cc1ccc2nc(NC(=O)CCn3cccc3)sc2c1	-2	-3	0.2	12	3	-4	-4	1	-8
O=C1C=C(O)CC(c2ccco2)C1 (stereo unspecified)	2	10	0.5	15	5	-5	-3	1	-5
O=C(CCSc1ccc(Cl)cc1)c1ccco1	-1	-1	0.6	1	-2	8	2	2	-4
COc1ccc(Nc2cc(C(=O)NCCCOC(C)C)c3ccccc3n2)c(OC)c1	1	-10	5.9	6	-3	2	1	10	-11
